ALOX12 inh – inhibitors of human 12S-lipoxygenase ALOX12; P18054; purified 12hLO, xylenol orange hydroperoxide absorbance; Potency, µM (doses to about 108 µM), for inactives: at the top dose activity change, negative = inhibition, usual class: inhibitors; actives 1.1% (n = 580,000); active means well fitted inhibition curve with a large enough effect; inconclusive means small, poorly fitted or top-dose-only effect, or another doubt; inactive means no such curve, though single readings can be large or run the other way
Target sequence (P18054 whole entry, looked up): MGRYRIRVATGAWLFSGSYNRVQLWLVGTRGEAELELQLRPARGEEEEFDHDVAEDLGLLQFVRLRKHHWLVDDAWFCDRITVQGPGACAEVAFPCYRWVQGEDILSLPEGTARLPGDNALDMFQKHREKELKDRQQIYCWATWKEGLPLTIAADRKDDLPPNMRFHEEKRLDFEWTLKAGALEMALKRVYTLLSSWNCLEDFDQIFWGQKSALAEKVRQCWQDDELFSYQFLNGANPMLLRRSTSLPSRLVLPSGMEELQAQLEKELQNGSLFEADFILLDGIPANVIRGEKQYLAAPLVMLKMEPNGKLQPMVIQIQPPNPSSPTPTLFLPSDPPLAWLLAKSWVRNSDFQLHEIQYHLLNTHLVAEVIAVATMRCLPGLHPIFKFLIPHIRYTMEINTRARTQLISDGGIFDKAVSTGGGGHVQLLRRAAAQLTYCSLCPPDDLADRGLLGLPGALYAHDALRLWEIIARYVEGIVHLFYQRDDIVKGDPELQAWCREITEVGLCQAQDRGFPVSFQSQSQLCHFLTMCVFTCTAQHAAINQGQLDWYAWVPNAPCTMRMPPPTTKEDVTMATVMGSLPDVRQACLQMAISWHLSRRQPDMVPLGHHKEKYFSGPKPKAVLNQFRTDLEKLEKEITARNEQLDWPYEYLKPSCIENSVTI
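Hydroperoxide product was detected by ferrous iron/xylenol orange as the 573 to 405 nm absorbance ratio. Arachidonic acid at 40 uM (final) was turned over for 30 min at room temperature by 150 nM human 12hLO, pH 7.0 Hepes buffer, after 15 min compound preincubation.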
Active calls of the source: *; u = inconclusive; [ ] = dose if it differs, or a comment. On the % scale 0 is the no-effect control and ±100 the full control effect; potency means the concentration at half of the fitted maximal effect.

SMILES	ALOX12 inh
COc1ccc(C(c2cc(C)sc2NC(=O)c2ccco2)N2CCC(C)CC2)cc1OC (stereo not drawn)	u
Cc1cc(N(C)C)n2nc(Cc3ccc(Cl)cc3)nc2n1	u
CC(C)(C)c1ccc(CCC2OCC(CN3CCCCC3)O2)cc1 (stereo not drawn)	-4.4%
CC1CCN(CCCNc2nc(-c3ccncc3)nc3ccccc23)CC1	4.5%
COCc1ccc(C(=O)N2CC[C@@H](NC(=O)c3cnccn3)[C@H](O)C2)s1	51.9%[activator]
CNC(=O)N1CCC(C2CCN(C(=O)c3ccc4ccccc4n3)C2)CC1 (stereo not drawn)	21.3%
COc1ccccc1NC(=O)Cn1c(=O)c2c(ncn2CC(C)C)n(CC(C)C)c1=O	-3.2%
COc1ccc(-c2ccc3ncc(Nc4ccnc(N5CCOCC5)c4)n3n2)cc1OC	10.2%[176 µM]
CCc1ccc(NC(=O)c2cnc(SC)nc2-c2ccccc2)cc1	u
CC(C)CC(=O)N1CCCC(c2noc(COc3ccccc3)n2)C1 (stereo not drawn)	-0.2%
CC(=O)c1cccc(NS(=O)(=O)c2ccc(-c3coc(C)n3)cc2)c1	18.3%
COc1ccc2c(c1)c(CN1C[C@@H](CO)[C@H](c3nc(C)no3)C1)cn2C	-0.6%
Cc1ncc(C(=O)N2C[C@@H](C(=O)O)[C@H](c3ccc4c(c3)OCO4)C2)c(C)n1	24.7%
Cc1cc(NC(=O)COc2ccc(F)cc2F)n(C)n1	2.4%
COc1ccc(Oc2coc3cc(OC(=O)c4ccccc4C)ccc3c2=O)cc1	-2.3%
CCNC(=O)NC[C@@H]1C=C(C)[C@H](CC(=O)NCCOC)C[C@H]1C(C)C	-6.9%[176 µM]
O=C(c1ccccc1)N(Cc1cccnc1)Cc1cc2ccccc2[nH]c1=O	45.8%[activator]
COCCNC(=O)[C@@H]1C[C@H](Oc2ccccc2)CN1C(=O)CC(C)C	10.9%
Cc1cc(=O)c(C(=O)N2CCN(Cc3ccccc3)CC2)nn1-c1ccccc1F	7.7%
O[C@H]1CN[C@H](c2nc(-c3ccc(OC(F)(F)F)cc3)no2)C1	20.9%[176 µM]
COc1cccc(NC(=O)c2cnc3c(c2)N(C(=O)Cc2cn(C)c4ccccc24)CCC3)c1	56.8%[activator]
COc1ccc(CN2CC(Oc3ccc(OC)cc3)C2)cc1	9.6%[12.5 µM]
N#CCCn1c(=O)c2c(ncn2C2CCCC2)n(Cc2ccccc2)c1=O	-2.0%
COc1cccc(CN2CCC(C(=O)Nc3ccccc3-c3cccc(OC)c3)CC2)c1	u
Cc1ccc2nc(N3CCN(C(=O)CC4(CC(=O)O)CCCC4)CC3)nc(-c3ccccc3)c2c1	-27.3%

Exported bar-delimited: part of the list above.
Compound | ALOX12 inh
CNC(=O)N1CCC(C2CCN(C(=O)c3ccc4ccccc4n3)C2)CC1 (stereo not drawn) | 21.3%
COc1ccc(-c2ccc3ncc(Nc4ccnc(N5CCOCC5)c4)n3n2)cc1OC | 10.2%[176 µM]

Later entries:
SMILES	ALOX12 inh
CCOc1ccc(C2NC(=O)N(CC(=O)N3CCC(C)CC3)C3=C2C(=O)OC3)cc1 (stereo not drawn)	27.7%
CNC(=O)c1ccc(/C=C/C(=O)c2ccccc2C)cc1	-22.3%
Cc1cccc(C(=O)Nc2ccc3c(c2)nc(CCn2ccccc2=O)n3C)c1	8.4%
O=C(NCc1cccnc1)C1CN(S(=O)(=O)c2cccs2)CC12CCCCC2 (stereo not drawn)	22.7%
CSc1ccccc1NC(=O)c1ccccc1SC	u
CCC(C)NC(=O)CSc1nc(-c2ccccc2)[nH]c1S(=O)(=O)c1ccc(C)cc1 (stereo not drawn)	u
CSC(=O)c1ccccn1	-24.8%
CNC(=O)[C@@H]1C[C@H](Oc2ccccc2)CN1C(=O)c1cnccn1	64.7%[activator]
COc1ccc(-c2nnc3ccc(Nc4cccc(OC)c4)nn23)nc1	27.9%[176 µM]
CCOC(=O)c1cc(S(=O)(=O)N(C)CC(=O)Nc2cccc(Cl)c2C)cn1C	-14.9%
Cc1nc(CN2C(=O)OC3(CCN(C(=O)Cc4ccc5c(c4)OCO5)CC3)C2(C)c2ccccc2)cs1 (stereo not drawn)	4.9%
COc1ccc(NS(=O)(=O)c2cc(Cl)ccc2Cl)cc1S(=O)(=O)N1CCOCC1	-38.9%
CCN1C(=O)C(O)(c2c[nH]c3ccccc23)c2ccccc21 (stereo not drawn)	9.3%
CC(=O)N1CCN(C(C(=O)Nc2c(C)cccc2C)c2cccc(F)c2)CC1 (stereo not drawn)	2.9%
C[C@@H]1Cn2cnc(C(=O)N(C)Cc3ccccc3)c2C(=O)N1	6.7%
CC1CC1C(=O)NCCC12CC3CC(CC(C3)C1)C2 (stereo not drawn)	-3.0%
O=C(OCc1ccccc1)c1cnc2ccccc2n1	2.1%
O=C(NCc1ccc(F)cc1)c1ccccc1-c1ncc(-c2ccccc2)o1	12.4%
CCC(CC)C(=O)Nc1sc(Nc2ccc(C)cc2)nc1C(N)=O	56.5%[activator]
COc1cc(F)cc(-c2ncc3c(n2)OCCN(c2cccc(C(F)(F)F)c2)C3=O)c1	3.1%[176 µM]
CCOC(=O)c1nc2ccccc2nc1NCCc1ccc(OC)c(OC)c1	-7.0%
CN1[C@@H](CCC(=O)NCc2ccc(F)cc2)CNC(=O)[C@@H]2[C@H]1CCN2Cc1ccc(C(F)(F)F)cc1	16.7%
Cc1ccc(S(=O)(=O)NCc2ccc3c(c2)OCO3)cc1	u
Cc1ocnc1C(=O)N1CCC2(CCCN(CCCc3ccccc3)C2=O)C1 (stereo not drawn)	-31.4%
COc1ccc(/C(=N/OC(=O)c2ccccc2Cl)c2nccc3cc(OC)c(OC)cc23)cc1OC	32.3%[activator]
Next part
SMILES	ALOX12 inh
COc1ccc(CC(=O)Nc2ccc3c(c2)CN(Cc2cccc(OC)c2OC)C(=O)C(C)O3)cc1 (stereo not drawn)	19.9%
CC1(C(=O)OCc2cc(=O)oc3cc4c(cc23)CCC4)CC1(Cl)Cl (stereo not drawn)	u
S=c1cc[nH]c(=S)[nH]1	u
COc1ccc(C2(C(=O)NCCc3ccc(F)cc3)CCOCC2)cc1	-0.5%[6.33 µM]
C[C@@H]1CN(C(=O)Cc2cc3c(cc2Cl)OCCO3)C[C@@]1(O)C1CCC1	46.7%[activator]
O[C@@H]1CC(CNCc2ccc(F)cc2)(COc2cccnc2)C[C@@H]1O (stereo partly drawn)	u
Cn1cccc1CN1CCC2(C1)C(=O)N(c1ccccc1)c1ccccc12 (stereo not drawn)	7.4%[6.33 µM]
CN1CCC2(C1)CN(Cc1ccccc1)c1ccc(C(=O)NC3CCC3)cc12 (stereo not drawn)	39.4%[activator][176 µM]
COc1ccc(C(=O)NC(C(=O)NCC(C)C)C2CCN(C(=O)c3cccs3)CC2)cc1 (stereo not drawn)	46.2%[activator]
COc1ccccc1C1CN(CCNC(=O)c2sccc2Cl)Cc2ccccc2O1 (stereo not drawn)	3.6%
CCc1ccc(C(C)NC(=O)Cc2cccs2)cc1 (stereo not drawn)	-20.0%
Cc1nnc(CN(C)C(=O)CC(c2ccccc2)c2ccc(Cl)cc2)o1 (stereo not drawn)	4.0%
CC(C)c1ccc(CN(C(=O)Cn2nc(C(N)=O)c3ccccc3c2=O)C2CC2)cc1	3.5%
CC(C)NC(=O)COc1ccc(/C=N/NC(=O)C(C)SCc2ccccc2)cc1 (stereo not drawn)	-11.4%
CC(=O)Nc1ccccc1C(=O)N1CCN(C(c2ccccc2)c2ccccc2)CC1	-29.7%
COc1cccc(NC(=O)CN(C)CC(=O)Nc2ccccc2C)c1	u
O=C(Nc1ccc2nc(N3CCN(c4cccc(Cl)c4)CC3)cc(C(=O)O)c2c1)c1ccccc1	u
C/C(=N\NC(=O)c1ccccc1C)C(C)C	12.5%
O=C(Cn1ccn2nc(-c3ccccc3)c(CO)c2c1=O)Nc1ccc2c(c1)CCC2	12.5%
CCC(C(=O)N1CCN(C(=O)COc2ccccc2)CC1)n1cccn1 (stereo not drawn)	-1.0%
O=C(Nc1cccc2ccccc12)O[C@@H]1CO[C@H]2[C@@H]1OC[C@@H]2NS(=O)(=O)c1cccc2cccnc12	-29.9%
CC1CCC(C(=O)Nc2ccc3ccccc3c2)CC1 (stereo not drawn)	47.5%[activator]
CCC(=O)NC(c1ccccc1)c1cccs1 (stereo not drawn)	18.2%
Cc1noc(C)c1CCCNC(=O)c1ccc(N2CCC[C@H]2CO)nc1	6.8%
Cc1ccc2nc(NC(=O)CSc3nc4c(c(=O)n3-c3ccccc3)SCC4)sc2c1	-11.5%[57.4 µM]

Random excerpt: four entries already listed, in no set order.
SMILES	ALOX12 inh
O=C(c1ccccc1)N(Cc1cccnc1)Cc1cc2ccccc2[nH]c1=O	45.8%[activator]
CC(=O)Nc1ccccc1C(=O)N1CCN(C(c2ccccc2)c2ccccc2)CC1	-29.7%
COc1ccc(-c2nnc3ccc(Nc4cccc(OC)c4)nn23)nc1	27.9%[176 µM]
S=c1cc[nH]c(=S)[nH]1	u

Following part:
SMILES	ALOX12 inh
N#CC1(C(N)=O)C(c2ccccc2)CC(=O)CC1c1ccccc1 (stereo not drawn)	u
COc1ccc(C(=O)N[C@@H]2CN(S(C)(=O)=O)C[C@H]2CN(C)C)cc1OC	20.9%
CCC1(O)CCCN(c2ncc(C(C)(C)C(=O)O)c(N3CCOCC3)n2)C1 (stereo not drawn)	59.3%[activator]
CCOC(=O)c1cn[nH]c1S(=O)(=O)N1CCCCCCC1	u
CC(/C=N/O)=N/N=C(C)\C=N\O	8.0%
CC(C)c1nnc(NC(=O)c2cc(Cl)c3c(c2)OCCO3)s1	25.0%
COC(=O)C(O)(c1ccc(N(C)C(=O)Nc2ccc(Cl)cc2)cc1)C(F)(F)F (stereo not drawn)	-54.6%
CCCCNC(=O)Cc1csc2nc(C)c(-c3cc(C)n(-c4cccc(C)c4)n3)c(=O)n12	-12.3%
CCCNc1cc(N2CCC(CCC(=O)N3CCN(c4cccc(C)c4)CC3)CC2)ncn1	7.9%
CN(C)C(=O)c1cccnc1OC1CCN(C(=O)Nc2cc(F)cc(F)c2)C1 (stereo not drawn)	-0.3%
COc1ccccc1NC1CN(C(=O)OC(C)(C)C)C1	6.3%[12.5 µM]
CCCCCC1CCC(c2ccc(-c3ccc(CC)cn3)cc2)CC1C (stereo not drawn)	40.5%
Cc1ccc(-c2csc(NC(=O)c3cc(=O)c4ccccc4o3)n2)cc1C	u
CC(Sc1nc(Cl)nc2nc[nH]c12)C(=O)NCCc1ccc(O)cc1 (stereo not drawn)	-3.7%
CCN1CCC2(CC1)Cc1ccccc1CN(S(=O)(=O)c1ccccc1)C2	3.9%[6.33 µM]
COc1ccc(-c2nnn(CC(=O)N3CCCC3c3ccc4c(c3)OCCO4)n2)cc1OC (stereo not drawn)	-16.6%
Cc1ccccc1-c1nccc2ccccc12	u
O=C(NCCc1ccc2c(c1)OCCO2)c1ccccc1NS(=O)(=O)c1cccs1	0.6%
NCc1cccc(-c2ccc(O)cc2)c1	0.9%[12.5 µM]
O=C(c1ccsc1)N1CCC2(CCCN(CC3CCC3)C2=O)C1 (stereo not drawn)	25.1%
Cn1c(=O)[nH]c(=O)c2c1ncn2CC(=O)NCc1ccco1	-5.2%
O=C(Nc1ccc(F)c(Cl)c1)Nn1cnnc1	2.0%
Cc1cccc(C(=O)N2CCCN(c3cc(-c4ccc(Cl)cc4)[nH]n3)CC2)c1	10.0%
Cc1c(Cl)cccc1NC(=O)COc1ncnc2ccc(Br)cc12	u
c1ccc(-n2nccc2CN2CCC3(CCNCC3)C2)cc1	33.8%[activator]
Next compounds
SMILES	ALOX12 inh
CN1CCN(C(=O)Cn2nc(-c3cccc([N+](=O)[O-])c3)c3ccccc3c2=O)CC1	u
COc1ccc(C(=O)N2CCC(c3n[nH]c(=O)n3Cc3ccc(F)cc3)CC2)cc1F	u
CCN(Cc1nc2ccccc2c(=O)[nH]1)C(=O)Cc1csc(-c2ccc(C)cc2C)n1	3.9%
COc1cc(C(=O)NC2CC2)ccc1C	11.6%
Cc1cccc(C(=O)N2C(C(=O)NCc3ccccc3)COC23CCN(C(=O)CC(C)(C)C)CC3)c1 (stereo not drawn)	68.4%[activator]
COc1ccccc1C(=O)N1CCc2nc(C)nc(-c3ccc(Cl)cc3)c2C1	4.5%
O=c1n(-c2ccc(Cl)cc2)nc2n1CCN(Cc1ccc(C(F)(F)F)cc1)C2	5.6%[6.33 µM]
O=C(c1cnccn1)N(Cc1ccccc1)c1ccccc1	-0.9%
Cc1ccc(Cn2c(C3CCN(C(=O)c4ccccc4)CC3)n[nH]c2=O)cc1	23.6%
CC(Oc1ccccc1)C(=O)Nc1cnc(-c2cccc(Cl)c2)nc1 (stereo not drawn)	-14.2%
COc1cc(C(=O)Oc2ccc3c(=O)c(Oc4ccc(C(C)(C)C)cc4)coc3c2)cc(OC)c1OC	2.1%
CCn1c(CO)nnc1C1CC(NC(=O)CCCc2ccc(F)cc2)C1 (stereo not drawn)	6.1%
N#Cc1c2ccc([N+](=O)[O-])cc2[n+]([O-])n1-c1ccccc1	23.8%

An excerpt of these results, with each value named.
COc1ccccc1C(=O)N1CCc2nc(C)nc(-c3ccc(Cl)cc3)c2C1
  ALOX12 inh: 4.5%
O=c1n(-c2ccc(Cl)cc2)nc2n1CCN(Cc1ccc(C(F)(F)F)cc1)C2
  ALOX12 inh: 5.6%[6.33 µM]
O=C(c1cnccn1)N(Cc1ccccc1)c1ccccc1
  ALOX12 inh: -0.9%
Cc1ccc(Cn2c(C3CCN(C(=O)c4ccccc4)CC3)n[nH]c2=O)cc1
  ALOX12 inh: 23.6%

An excerpt (hit frequency here may not be typical).
